miR-122 sensor = blocks miR-122 activity in Huh7 sensor cells. Huh7 miR-122 Renilla luciferase sensor, 48 h; neutral wells = 0, positive control = 100. activation (reporter increase), % at 12.5 µM. 0.3% of 340,000 active. AID 602342;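 active = mean replicate activation score at least 90 and every replicate individually at or above 90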;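 note: higher luciferase means less miR-122 activity so hits act as miR-122 inhibitors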
PglD inh = blocks C. jejuni PglD acetyltransferase activity; purified PglD enzyme, DTNB colorimetric CoA detection; inhibition, % at 12.5 µM; 0.098% of 360,000 active; in the data active = inhibition above about 16%, passing the limit was not always enough; note: strong numbers were not always called active
ERAP1 inh = inhibitors of human ERAP1 aminopeptidase | AID 652197 | Q9NZ08 | recombinant ERAP1, Leu-AMC fluorescence, 60 min | inhibition, % at 10.7 µM | 0.15% of 340,000 active;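 active = mean replicate inhibition of at least 30%, or all replicates individually reaching that 30% level; inactive = mean below 30% and not every replicate reaching it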;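 note: 0% = neutral control wells and 100% = L-leucinethiol positive control wells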
RAD52 anneal inh = blocks human RAD52 DNA annealing. 0.46% of 360,000 active. inhibition, % at 18.7 µM. P43351. AID 651710. recombinant RAD52 DNA annealing, FRET fluorescence;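 active = every replicate showing at least 50% inhibition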
Target sequence (P43351 whole entry, looked up): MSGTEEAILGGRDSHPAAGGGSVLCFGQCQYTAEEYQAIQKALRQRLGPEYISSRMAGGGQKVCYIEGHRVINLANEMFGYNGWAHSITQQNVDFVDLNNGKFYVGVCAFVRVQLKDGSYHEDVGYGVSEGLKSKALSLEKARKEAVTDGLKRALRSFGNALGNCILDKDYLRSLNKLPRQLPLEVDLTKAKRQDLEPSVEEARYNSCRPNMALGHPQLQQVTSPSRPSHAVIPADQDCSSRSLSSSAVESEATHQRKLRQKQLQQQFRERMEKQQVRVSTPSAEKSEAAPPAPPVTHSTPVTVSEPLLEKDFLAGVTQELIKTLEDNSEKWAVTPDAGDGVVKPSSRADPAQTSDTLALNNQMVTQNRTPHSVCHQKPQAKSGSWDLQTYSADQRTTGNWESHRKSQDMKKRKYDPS
PGC1a acetyl inh = modulators of PGC1a acetylation | U2OS PGC1a acetylation, AlphaScreen anti-acetyl-lysine; with virally co-expressed GCN5 acetyltransferase | inhibition, % at 15.6 µM | 0.17% of 350,000 active | AID 651687;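 active = every replicate shows inhibition of at least 40%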;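 note: 0% = neutral control wells and 100% = positive control wells; some results beyond the cut were filed as inactive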
Cneo AK release = causes C. neoformans cell lysis | lysis activity, % at 15 µM | adenylate kinase release luminescence, 4 h; normalised: neutral wells 0, clomiphene wells 100 | 0.2% of 360,000 active;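 active = mean lysis activity across replicates of at least 80%, whatever share of replicates individually reach that level; inactive = mean lysis activity below 80%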
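Assay system: Cryptococcus neoformans yeast cells / Dosing: single-point compound dose / Timing: 4 h at 37 °C static, read 1 h later / Measured by: luminescence of released adenylate kinase using an AK detection reagent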
RAD54 inh = blocks human RAD54 Holliday junction branch migration; Q92698; FAM/BHQ fluorescence; inhibition, % at 10.4 µM; 0.14% of 360,000 active;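 active = mean normalized replicate activity at least 40 and at least half of replicates scoring 40 or more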;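 note: 0% = median of neutral control wells and 100% = median of positive control wells; inhibitors cause a drop in the FAM fluorescence signal; in these data hits start at about 50%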
E-selectin induc = E-selectin induction on HUVECs | P16581 | HUVEC E-selectin immunofluorescence imaging; normalized: neutral wells 0, TNF-alpha wells 100 | activation, % at 7.58 µM | 0.37% of 260,000 active;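 active = mean E-selectin-positive cell signal at least 10% of the positive control, reached in at least 60% of replicates, without over 20% cell loss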;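 note: in these data hits start at about 27%; measured in HUVEC primary endothelial cells; signal is the percent of cells scored E-selectin positive by PE staining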
Target sequence (P16581 whole entry, looked up): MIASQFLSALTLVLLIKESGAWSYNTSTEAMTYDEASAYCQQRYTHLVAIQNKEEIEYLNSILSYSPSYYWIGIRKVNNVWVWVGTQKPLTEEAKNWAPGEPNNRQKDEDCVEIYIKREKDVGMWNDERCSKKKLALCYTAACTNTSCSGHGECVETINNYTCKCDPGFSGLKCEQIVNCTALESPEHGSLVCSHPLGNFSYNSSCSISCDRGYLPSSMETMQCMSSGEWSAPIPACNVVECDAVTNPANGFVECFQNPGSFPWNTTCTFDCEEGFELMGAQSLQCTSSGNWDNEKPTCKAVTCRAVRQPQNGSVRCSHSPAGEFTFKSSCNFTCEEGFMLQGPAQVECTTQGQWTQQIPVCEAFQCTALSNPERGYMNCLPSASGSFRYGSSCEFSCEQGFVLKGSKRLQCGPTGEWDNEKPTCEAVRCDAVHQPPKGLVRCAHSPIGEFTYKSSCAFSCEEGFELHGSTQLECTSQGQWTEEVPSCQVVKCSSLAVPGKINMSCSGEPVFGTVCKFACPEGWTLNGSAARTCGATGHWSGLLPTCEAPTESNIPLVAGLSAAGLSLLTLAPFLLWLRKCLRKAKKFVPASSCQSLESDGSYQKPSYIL
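Test system: HUVEC; input: 3,000 HUVEC/well; measured by: immunofluorescence imaging; read-out: % PE-positive cells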
* marks the source's active call; other numbers are inactive results; . = no result given; & = joins results of further samples; [ ] = another dose, or the depositor's remark.

nr | canonical_smiles | ERAP1 inh | miR-122 sensor | PGC1a acetyl inh | RAD52 anneal inh | PglD inh | E-selectin induc | RAD54 inh | Cneo AK release
1 | O=C1CC(Sc2nnc(-c3ccccc3O)o2)C(=O)N1c1ccccc1 (stereo not given) | 1 | 0 | -86 | -32 | 3 | . | 1 | -2
2 | Cc1cc(N)n(-c2ccc(S(=O)(=O)N3CCOCC3)cc2[N+](=O)[O-])n1 | . | 3 | 11 | 0 | 1 | -0.2 | 7 | -1
3 | COc1c2c(cc3oc(=O)ccc13)OC(C)(C)C=C2 | . | -1 | -3 | -14 | 0 | . | -1 | -8
4 | COc1ccc(NC(=O)c2cc(OC)c(OC)cc2OC)c(S(=O)(=O)N2CCOCC2)c1 | . | 1 | -5 | . | -9 | . | -2 | 0
5 | O=C(NNC(=O)c1ccccc1F)c1cccc(S(=O)(=O)N2CCc3ccccc32)c1 | -2 | 8 | -9 | -11 | 1 | 0.8 | 2 | -2
6 | CCc1nc2c(OCCC3CCCCC3)cccn2c1N(C=O)Cc1ccccc1 | 1 | -4 | -2 | -25 | 2 | -0.3 | -10 | 0
7 | O=C(CSC1=NS(=O)(=O)c2ccccc2N1)NCc1ccc(F)cc1 | -1 | -3 | . | -10 | . | 1.5 | . | .
8 | O=C(Nc1nc(-c2ccccc2)cs1)c1cccnc1 | . | 1 | -2 | . | -3 | . | 3 | 1
9 | NS(=O)(=O)OCc1ccc(C(F)(F)F)cc1 | 3 | -3 | 3 | -7 | 1 | -0.2 | 0 | 0
10 | O=C(NC(=S)NCC1CCCO1)c1ccccc1[N+](=O)[O-] (stereo not given) | -5 | -10 | 12 | -1 | . | . | . | .
11 | COc1ccc(NC(=O)N(C)C[C@@H]2Oc3ncc(-c4cc5ccccc5o4)cc3C(=O)N([C@H](C)CO)C[C@@H]2C)cc1 | 0 | -5[16.7 µM] | 69 | 27 | 0 | -0.2 | 0 | 2
12 | CCCN1C[C@@H](C)[C@H](OC)CN(C)C(=O)c2cc(NC(=O)Nc3c(C)noc3C)ccc2OC[C@@H]1C | -5 | . | 3 | 0 | 0 | -0.3 | -4 | -6
13 | Cc1ccc(C(=O)Oc2ccc(C(=O)COC(=O)C3CC(=O)N(Cc4ccco4)C3)cc2)cc1 (stereo not given) | . | -5 | -4 | . | 0 | . | 1 | -4
14 | CO[C@@H]1CN(C)C(=O)c2cc(NC(=O)Nc3cccc(Cl)c3)ccc2OC[C@@H](C)NC[C@H]1C | -5 | . | 4 | 18 | 0 | -0.1 | 5 | 1
15 | CN(C(=O)COC(=O)Cn1c(C(F)(F)F)nc2ccccc21)c1c(N)n(Cc2ccccc2)c(=O)[nH]c1=O | 1 | -4 | -1 | -5 | -1 | 2.3 | 2 | -2
16 | Cn1c(SCc2cccc([N+](=O)[O-])c2)nc2ccccc2c1=O | -3 | -14 | 0 | -11 | -6 | -0.8 | 1 | 0
17 | Cc1cnc(CN(C)Cc2c(C(=O)N3CCCCCCC3)nc3ccc(Cl)cn23)[nH]1 | 1 | -4 | . | -19 | -6 | 0.0 | 5 | 1
18 | C[C@@H]1CN([C@H](C)CO)C(=O)Cc2cc(NC(=O)Nc3ccc(F)cc3)ccc2O[C@@H]1CN(C)CC1CCCCC1 | 3 | -10[16.7 µM] | . | 3 | -4 | . | 1 | -1
19 | COc1cccc2sc(NC(=O)c3ccc(S(=O)(=O)N4CCOCC4)cc3)nc12 | 3 | 1 | -15 | -4 | 4 | . | 4 | 0
20 | O=S1(=O)c2ccc(Br)cc2N2CCC[C@@H]2CN1Cc1ccc(Cl)cc1 | -3 | 7 | . | -5 | -2 | -0.1 | -1 | 2

(more compounds)
nr | canonical_smiles | ERAP1 inh | miR-122 sensor | PGC1a acetyl inh | RAD52 anneal inh | PglD inh | E-selectin induc | RAD54 inh | Cneo AK release
21 | Cc1ccc(S(=O)(=O)N(C)C[C@@H]2OCCCC[C@H](C)Oc3ccc(NS(=O)(=O)c4ccccc4)cc3C(=O)N([C@H](C)CO)C[C@H]2C)cc1 | 3 | -7[16.7 µM] | -13 | 5 | 3 | 0.4 | 5 | 0
22 | Cc1cccc(C)c1NC(=O)c1sccc1SCc1cccc(C(F)(F)F)c1 | 0 | 9 | -36 | -14 | -4 | . | -2 | -5
23 | CCN(CC)S(=O)(=O)c1ccc(-c2nnc(SCC(=O)N3CCOCC3)o2)cc1 | 0 | . | 9 | -8 | 6 | . | -4 | -2
24 | CC(C)(C)SC(=O)CC1NS(=O)(=O)OC2CCCCC12 (stereo not given) | 0 | 4 | -26 | -8 | 3 | 0.1 | 10 | 0
25 | CCc1nc(SCc2cc(Cl)ccc2OC)n[nH]1 | -1 | 6 | -2 | -9 | -1 | . | 0 | -1
26 | Nc1ccc2c(c1)COc1ccccc1O2 | . | -9 | 0 | . | 0 | . | -4 | -5
27 | CCCC#Cc1cnc2c(c1)C(=O)N([C@H](C)CO)C[C@H](C)[C@@H](CN(C)Cc1ccc3c(c1)OCO3)O2 | 5 | 9[16.7 µM] | -6 | 13 | 4 | 0.4 | -7 | 3
28 | CC1CCN(CCOc2ccc(Cl)c(Cl)c2)CC1 | -2 | 8 | -2 | -12 | . | . | . | .
29 | Nc1nccnc1C(=O)OCC(=O)Nc1cccc(S(=O)(=O)N2CCCCC2)c1 | . | -5 | 2 | . | 2 | -0.1 | 7 | 6
30 | O=C(O)c1cn(Cc2ccccc2)c2ccc(Cl)cc2c1=O | . | -8 | -3 | -16 | 2 | 0.0 | 1 | -1
31 | CCCC(=O)C1=C(O)C(C(=O)OC)C(C)(C)CC1=NC(C)C (stereo not given) | . | 3 | 4 | . | -5 | . | -1 | 1
32 | CCCNC(=O)[C@H]1[C@H](CO)[C@H]2Cn3c(ccc(/C=C/c4ccccc4)c3=O)[C@@H]1N2C(=O)c1cccnc1 | -1 | 7[16.7 µM] | . | -2 | 2 | 0.9 | -12 | 0
33 | C=CCN(CC=C)C(=O)c1ccc(OC2CCN(Cc3ccccn3)CC2)cc1 | -2 | 2 | 14 | -11 | 7 | 0.2 | 1 | -1
34 | CCOC(=O)CCc1c(C)nc2c(c(C)nn2-c2ccccc2)c1C | 1 | -4 | 0 | -4 | -1 | -0.1 | 0 | 1
35 | Cc1ccc(-c2nnn(CCC(=O)N3CCCCC3C)n2)cc1 (stereo not given) | -3 | . | -7 | -8 | 1 | . | -12 | 0
36 | CCOC(=O)c1c(S(=O)(=O)Nc2ccc(C)cn2)c(C)n(C)c1C | 3 | 38 | -9 | -4 | -2 | . | -1 | 2
37 | O=c1c2sc3nc(N4CCOCC4)c4c(c3c2ncn1-c1ccccc1)CCCC4 | -2 | -6 | 7 | -12 | 0 | -0.1 | 4 | 5
38 | COc1ccc(C(=O)NCc2nnc(SCC(=O)Nc3ccccc3OC)n2C)cc1 | -3 | 3 | -18 | 2 | . | . | . | .
39 | COc1ccc(Cl)cc1-c1cc(C(=O)NCc2cccc(C(F)(F)F)c2)[nH]n1 | -3 | -10 | -15 | -11 | -6 | 0.2 | 5 | 0
40 | C[C@H]1CN([C@@H](C)CO)C(=O)c2cc(-c3cccc(C#N)c3)cnc2O[C@H]1CN(C)C | 1 | 7[16.7 µM] | -8 | 3 | 3 | 0.0 | 0 | -2

Laid out differently: results already given.
Results follow in this order: ERAP1 inh	miR-122 sensor	PGC1a acetyl inh	RAD52 anneal inh	PglD inh	E-selectin induc	RAD54 inh	Cneo AK release
29) Nc1nccnc1C(=O)OCC(=O)Nc1cccc(S(=O)(=O)N2CCCCC2)c1
 : .	-5	2	.	2	-0.1	7	6
30) O=C(O)c1cn(Cc2ccccc2)c2ccc(Cl)cc2c1=O
 : .	-8	-3	-16	2	0.0	1	-1
31) CCCC(=O)C1=C(O)C(C(=O)OC)C(C)(C)CC1=NC(C)C (stereo not given)
 : .	3	4	.	-5	.	-1	1
32) CCCNC(=O)[C@H]1[C@H](CO)[C@H]2Cn3c(ccc(/C=C/c4ccccc4)c3=O)[C@@H]1N2C(=O)c1cccnc1
 : -1	7[16.7 µM]	.	-2	2	0.9	-12	0
33) C=CCN(CC=C)C(=O)c1ccc(OC2CCN(Cc3ccccn3)CC2)cc1
 : -2	2	14	-11	7	0.2	1	-1
34) CCOC(=O)CCc1c(C)nc2c(c(C)nn2-c2ccccc2)c1C
 : 1	-4	0	-4	-1	-0.1	0	1
35) Cc1ccc(-c2nnn(CCC(=O)N3CCCCC3C)n2)cc1 (stereo not given)
 : -3	.	-7	-8	1	.	-12	0
36) CCOC(=O)c1c(S(=O)(=O)Nc2ccc(C)cn2)c(C)n(C)c1C
 : 3	38	-9	-4	-2	.	-1	2
37) O=c1c2sc3nc(N4CCOCC4)c4c(c3c2ncn1-c1ccccc1)CCCC4
 : -2	-6	7	-12	0	-0.1	4	5
38) COc1ccc(C(=O)NCc2nnc(SCC(=O)Nc3ccccc3OC)n2C)cc1
 : -3	3	-18	2	.	.	.	.
39) COc1ccc(Cl)cc1-c1cc(C(=O)NCc2cccc(C(F)(F)F)c2)[nH]n1
 : -3	-10	-15	-11	-6	0.2	5	0
40) C[C@H]1CN([C@@H](C)CO)C(=O)c2cc(-c3cccc(C#N)c3)cnc2O[C@H]1CN(C)C
 : 1	7[16.7 µM]	-8	3	3	0.0	0	-2

(more compounds)
nr | canonical_smiles | ERAP1 inh | miR-122 sensor | PGC1a acetyl inh | RAD52 anneal inh | PglD inh | E-selectin induc | RAD54 inh | Cneo AK release
41 | Cc1ccc(C2C(C(=O)c3cccs3)=C(O)C(=O)N2CCN2CCOCC2)o1 (stereo not given) | . | 1 | 1 | . | 4 | . | -1 | 0
42 | Nc1ccc(C(=O)OCC(=O)NC(=O)c2ccccc2)cc1[N+](=O)[O-] | 0 | -6 | . | -6 | 2 | . | 1 | 2
43 | CCCCn1c(N)c(N(CC(C)C)C(=O)CSc2nnc(-c3ccc(Cl)cc3)o2)c(=O)[nH]c1=O | 5 | -4 | -3 | 1 | 0 | -1.2 | -13 | 1
44 | Cn1c(CNC(=O)c2ccco2)nnc1SCC(=O)c1ccccc1 | -1 | 0 | 5 | -4 | -5 | -1.6 | . | 0
45 | CCCN1C(=O)/C(=C2/C=Cc3ccccc3N2CC)SC1=S | -1 | . | 10 | -9 | -10 | 1.0 | 5 | -1
46 | COc1ccc(C(=O)NCC(c2cccnc2)N2CCN(c3ccccc3OC)CC2)cc1OC (stereo not given) | 6 | -7 | 2 | -3 | 8 | . | -1 | 0
47 | CCOc1ccc(NC(=O)c2ccc(-c3csc(C)n3)cc2)cc1 | 3 | . | . | -14 | 1 | 0.3 | -20 | 0
48 | COc1cccc(CNC(=O)c2cc3c(c(-c4cccc(-c5cccc(C#N)c5)c4)n2)[C@H](CCO)N(S(=O)C(C)(C)C)C3)c1 (stereo not given in full) | -3 | -9 | -49 | -136 | -4 | 49* | -18 | 5
49 | Cc1ccc(S(=O)(=O)N(C)C[C@@H]2OCc3cn(nn3)CCCC(=O)N([C@@H](C)CO)C[C@H]2C)cc1 | 13&0&-3 | -1 | -11&5&5 | -7&-3&12 | 1&0&0 | -0.1&0.1 | -5&-4&8 | 0&-2&-16
50 | O=C(Nc1nnc(COc2ccc(F)cc2)s1)c1cccs1 | . | 3 | 0 | . | 2 | . | 3 | 7
51 | C[C@H]1CN([C@@H](C)CO)C(=O)c2cccc(NC(=O)Nc3ccc(C(F)(F)F)cc3)c2O[C@@H]1CN(C)Cc1ccc2c(c1)OCO2 | 0 | 9[16.7 µM] | 8 | -2 | 2 | . | 25 | -2
52 | O=C(Nc1cccc([N+](=O)[O-])c1)Nc1cnccn1 | -2 | -9 | 11 | -8 | -3 | 0.9 | 3 | -2
53 | FC(F)Sc1ccc(NC(=S)NC2CCCCC2)cc1 | . | 121* | 10 | . | 7 | . | -15 | 2
54 | S=C1NC(c2ccccc2)N2C(=S)NC(c3ccccc3)N12 (stereo not given) | . | -6 | -2 | . | 2 | . | 6 | 0

Bioassay records deposited in PubChem BioAssay by Broad Institute.
